# Source: PubChem BioAssay (several laboratories)
# NF-kB expr up: compounds increasing NF-kB expression in human neuronal cells; NF-kB reporter expression; stronger effect = higher value; fold change at 12.5 µM; 190,000 tested, 1.6% active; in the data active = fold change above about 3.3
# Hsp70 act: Hsp70 transcriptional activation, primary screen; HeLa Hsp70 promoter luciferase reporter, luminescence; scaled: vehicle 0, proteasome-inhibitor control 100%; 200,000 tested, 0.04% active; activation, % at 10 µM; AID 1203;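 active = activation above the mean across all tested compounds plus 3 SD, cutoff set per campaign, cut at about 5.5% in these data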;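 note: 100% = MG132 at 30 µM as the positive control and 0% = DMSO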
# DTT redox prof: compounds producing H2O2 with reducing agent – biochemical, NIH compound library profiling, artefact control for MLSCN library redox annotation, primary screen; DTT-dependent redox cycling H2O2, phenol red/HRP absorbance; 100% = 100 µM peroxide control, 0% = buffer; activation, % at 10 µM; 200,000 tested, 0.03% active;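 active = activation of at least 50% relative to the plate's high and low controls in the primary single-dose screen; inactive = activation below 50%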;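 note: compound incubated with DTT at 0.8 mM final as the reducing agent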
# APP 5'UTR act: activates APP 5'UTR luciferase reporter | AID 1276 | SH-SY5Y APP 5'UTR luciferase reporter, luminescence; zero percent = DMSO vehicle wells | 190,000 tested, 1% active | activation, % at 2 µM;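 active = activation above a set limit, based on mean plus 3 SD of controls, cut at about 140% in these data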; note: values of inactives mirror those of a sister screen read the other way
# G6PDH CS: inhibits Leuconostoc G6PDH, flagging false hits in G6PDH-based assays | Purified L. mesenteroides G6PDH, diaphorase/resazurin coupled fluorescence, 45 min | inhibition, % at 5 µM | 200,000 tested, 0.12% active; in the data active = inhibition above about 50%
# FLuc act counter: firefly luciferase counter-screen for stimulation assays; P08659; 200,000 tested, under 10 active; ATPlite luciferase biochemical, luminescence, 10 min; 0 = ATP-free wells, 1 = DMSO control; activation factor at 10 µM;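 active = luciferase activation factor, scaled between plate controls, of at least 2 with compound at 10 µM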
# Target sequence (P08659 whole entry, looked up): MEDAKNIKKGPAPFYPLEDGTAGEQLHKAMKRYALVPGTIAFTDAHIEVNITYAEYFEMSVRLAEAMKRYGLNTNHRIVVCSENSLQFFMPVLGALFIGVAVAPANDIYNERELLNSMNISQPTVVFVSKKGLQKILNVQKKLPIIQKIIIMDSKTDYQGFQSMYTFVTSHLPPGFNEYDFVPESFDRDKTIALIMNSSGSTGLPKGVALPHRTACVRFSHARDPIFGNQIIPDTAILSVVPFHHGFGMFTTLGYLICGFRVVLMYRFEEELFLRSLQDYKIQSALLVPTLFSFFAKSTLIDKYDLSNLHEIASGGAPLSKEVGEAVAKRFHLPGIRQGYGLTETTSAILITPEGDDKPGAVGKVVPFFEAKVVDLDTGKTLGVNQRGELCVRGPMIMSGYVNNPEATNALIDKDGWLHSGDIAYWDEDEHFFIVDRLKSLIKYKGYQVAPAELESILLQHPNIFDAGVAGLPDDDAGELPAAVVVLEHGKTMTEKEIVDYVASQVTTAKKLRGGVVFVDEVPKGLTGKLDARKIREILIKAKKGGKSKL
#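 Assay system – cell-free luciferase reagent · Medium – PBS-based ATP solution · Dosing – test compounds dosed from 2 mM stocks in 100% DMSO · Timing – 10 min, room temperature · Technique – light output (luminescence) · Measure – luminescence gain marking luciferase activators · Controls – No-ATP low control, compound-free enzyme-plus-ATP high control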
# APP transl inh: APP translation inhibition; SH-SY5Y APP 5'UTR-luciferase reporter, luminescence; inhibition, % at 2 µM; 190,000 tested, 0.82% active;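 active = inhibition above a set limit, derived from the sample mean plus 3 SD, cut at about 45% in these data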; note: values of inactives mirror those of a sister screen read the other way
# HMGR II inh: inhibitors of class II HMG-CoA reductase from Enterococcus faecalis. 190,000 tested, 0.41% active. purified E. faecalis HMGR, NADPH absorbance 340 nm kinetic. inhibition, % at 10 µM;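 active = inhibition above a set limit, the median over all tested compounds plus 3 SD, cut at about 9.5% in these data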;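 note: enzyme runs in reverse so mevalonate oxidation gives rising NADPH absorbance; 0% = complete reaction with DMSO and 100% = background rate lacking mevalonate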
# FLuc inh counter: inhibits firefly luciferase, flagging false hits in luciferase inhibition screens; ATPLite firefly luciferase biochemical luminescence, 10 min; inhibition, % at 10 µM; 200,000 tested, 1.5% active;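 active = inhibition above about 50% when tested at 10 µM, limit read from the data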
# STAT1 act: increases IFN-gamma driven STAT1 reporter signal. activation (% of control), % at 5.5 µM. NIH 3T3 STAT1-luciferase reporter, luminescence; 100% = IFN-gamma alone, no compound. 200,000 tested, 2.6% active;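 active = activation above the screen-wide mean activation plus 3 SD, cut at about 130% in these data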;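 note: raw ratio to IFN-gamma control signal so 100% means no change and 0% no light; values of inactives mirror those of a sister screen read the other way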
# Active calls of the source: *; / = no result given.
SMILES,NF-kB expr up,Hsp70 act,DTT redox prof,APP 5'UTR act,G6PDH CS,FLuc act counter,APP transl inh,HMGR II inh,FLuc inh counter,STAT1 act
COc1cc(NC(=O)c2cccc(COCC(F)(F)C(F)F)c2)cc(OC)c1OC,0.69,-0.4,0.5,2.0,18.4,1.1,-2.0,-7.4,-6.5,100.0
CC(c1cccnc1)N(CCN(C)C)C(=O)Nc1ccc(Cl)c(Cl)c1 (configuration not stated),/,-0.2,-2.2,-2.2,/,/,2.2,/,/,99.8
CCOC(=O)c1oc2ccc(S(=O)(=O)n3nc(-c4ccc(C)cc4)cc3N)cc2c1C,2.06,-0.1,-3.2,-1.3,-3.3,1,1.3,3.3,-3.8,96.6
N#Cc1ccccc1-n1c(N)c(C(=O)N2CCCC2)sc1=S,0.8,-0.3,-0.5,6.6,2.6,1,-6.6,-4.2,-4.4,98.0
CC(=O)Nc1ccc2c(c1)nc(CCNC(=O)c1ccccc1)n2C,1.08,-0.2,0.7,0.9,13.0,1,-0.9,-7.4,-1.2,94.3
Cc1ccccc1CSc1nnc(C)n1N,1.44,0.4,2.0,-14.8,4.2,1.1,14.8,1.1,-10.8,100.9
Cc1cc(C)n(CC(=O)N/N=C/c2cccc([N+](=O)[O-])c2)n1,1.16,0.3,0.2,-6.7,-2.8,1,6.7,-5.1,4.8,93.2
NS(=O)(=O)c1ccc(CNC(=O)CC23CC4CC(CC(C4)C2)C3)cc1,0.98,-0.3,0.4,10.3,-6.2,1,-10.3,3.8,-3.6,101.5
CC(C)c1ccccc1NC(=S)NCCCn1ccnc1,1.16,-0.2,0.1,11.0,4.7,1,-11.0,1.8,-1.4,99.8
Cc1ccc(C(=O)NCC(=O)NCC(=O)OCc2ccc(Oc3ccc([N+](=O)[O-])cc3)cc2)cc1,/,-0.2,0.8,-7.2,/,/,7.2,/,/,95.8
O=C(O)C1C2C=CC3(CN(C/C=C/c4ccccc4)C(=O)C13)O2 (configuration not stated),1.01,-0.2,-1.4,6.9,13.1,1,-6.9,0.1,-4.6,108.5
CC(C)NC(=O)COc1ccc(S(=O)(=O)N2CCOCC2)cc1,1.04,-0.3,-0.1,9.6,-2.6,1,-9.6,-4.7,-2.7,94.3
CCN1C(=O)C2(Nc3ccccc3-c3nc4ccccc4n32)c2cc(OC)ccc21 (configuration not stated),0.75,-0.1,0.1,-2.7,6.3,1.1,2.7,0.0,-10.5,102.7
CC(=O)c1ccc(OCC(O)CN2CCN(CCO)CC2)cc1 (configuration not stated),0.98,-0.1,-0.8,15.3,-5.3,1.1,-15.3,-0.1,-5.2,97.6
C=CCN=C(NC#N)SCc1ccccc1,1.02,-0.1,-6.9,14.3,0.2,1,-14.3,/,-4.8,105.2
CCC1CCC(C(=O)NC(C(=O)NCCCN2CCCCC2C)C(C)C)CC1 (configuration not stated),0.76,0.4,-0.6,17.2,-2.3,1,-17.2,-0.4,-4.4,98.7
CC(Oc1ccc(Cl)cc1Cl)C(=O)N/N=C1\CCCc2ccccc21 (configuration not stated),1,-0.5,0.3,6.5,11.8,1,-6.5,-1.1,-1.7,96.2
Cc1cccc(CN2CCN(CCCc3ccccc3)CC2)c1,1.22,-0.2,3.2,4.7,11.1,1,-4.7,-4.3,-3.6,89.3
CCc1nc(N2CCN(C(=O)c3ccco3)CC2)c2oc3ccccc3c2n1,0.71,-0.3,-0.1,-9.3,11.1,1.1,9.3,-3.4,-7.0,91.8
Cn1c(=O)c2c(nc(CN3CCN(C(=O)c4ccco4)CC3)n2Cc2ccc(Cl)cc2)n(C)c1=O,0.75,-0.1,-0.6,18.0,3.4,1,-18.0,-1.9,-3.8,97.2

# Just FLuc act counter, for some of the entries so far:
smiles,FLuc act counter
CC(Oc1ccc(Cl)cc1Cl)C(=O)N/N=C1\CCCc2ccccc21 (configuration not stated),1
CC(=O)Nc1ccc2c(c1)nc(CCNC(=O)c1ccccc1)n2C,1
Cc1cccc(CN2CCN(CCCc3ccccc3)CC2)c1,1

# Other structures follow:
SMILES,NF-kB expr up,Hsp70 act,DTT redox prof,APP 5'UTR act,G6PDH CS,FLuc act counter,APP transl inh,HMGR II inh,FLuc inh counter,STAT1 act
CCOC(=O)C1(C(F)(F)F)N=C(C(F)(F)F)Nc2ccccc21 (configuration not stated),0.95,-0.3,0.3,/,4.8,1,/,2.1,-1.0,105.3
CC1=C(C(=O)OCC2CCCO2)C(c2ccccc2)C2=C(CC(C)(C)CC2=O)N1 (configuration not stated),1.04,-0.3,-0.8,6.8,7.9,1,-6.8,-1.6,-4.8,94.5
CC(=O)c1c(C)[nH]c(C(=O)N2CCN(c3ncccn3)CC2)c1C,0.91,-0.2,-1.3,6.3,1.5,1,-6.3,1.4,-3.9,96.1
O=C(NCc1ccccn1)c1ccc(-c2ccccc2)cc1,2.04,0.0,-0.1,69.0,8.0,0.9,-69.0,0.6,13.9,127.1
CS(=O)(=O)Nc1ccc(-c2n[nH]c(=S)n2-c2ccccc2)cc1,1.22,-0.1,-0.9,5.0,11.1,0.9,-5.0,-3.1,11.8,99.7
C/C(=N\NC(=O)c1ccc(OC2CCCC2)cc1)c1ccc(C)s1,1.11,-0.5,0.2,9.8,3.4,1,-9.8,-1.8,-4.5,92.9
Cc1nc2c(ccc3nc(NC(=O)c4ccc(S(=O)(=O)N(C)C)cc4)sc32)s1,1.37,-0.4,2.0,3.9,2.3,1,-3.9,2.6,0.4,105.0
CCCCCNC(=O)C(C)Sc1ccc(Cl)cc1 (configuration not stated),1.26,-0.2,0.2,11.3,-1.5,1.1,-11.3,-3.5,-9.4,96.4
Cc1nc(NC2=NCN(CCCN3CCOCC3)CN2)nc2c(C)cccc12,1.17,-0.1,3.1,-15.9,-2.4,1.1,15.9,-4.3,-8.3,109.0
O=C(Nc1ccc2cn[nH]c2c1)c1ccc(S(=O)(=O)N2CCOCC2)cc1,/,0.0,-1.3,4.8,5.6,1.1,-4.8,-0.7,-6.8,103.6
CCCCn1c(SC(C)C(N)=O)nc2cc(C(=O)OC)ccc2c1=O (configuration not stated),1.22,-0.4,-4.5,1.7,7.9,1,-1.7,1.1,-3.3,103.0
CC1(C)Cn2c(nnc2-c2cccc(O)c2)S1,1.16,0.0,-0.9,7.8,1.9,1,-7.8,-3.2,-1.2,94.9
CCCCN(CCCC)c1cn[nH]c(=O)c1Cl,2.02,-0.2,0.8,-29.2,0.7,1.1,29.2,-2.8,-9.9,99.9
CCN(CC)C(=O)C1CCCN(Cc2ccccc2)C1 (configuration not stated),1.07,-0.2,-16.4,-0.6,13.0,1,0.6,-3.0,-0.7,102.4
COC(CNC(=O)c1ccc2c(c1)nc(C)n2-c1cccc(F)c1)OC,1,-0.4,0.2,/,3.8,1,/,-2.8,1.5,99.6
COc1cccc(CC(NC(C)=O)C(=O)NC2CCN(c3nc(C)cc(C)c3C#N)CC2)c1OC (configuration not stated),0.91,0.6,0.4,27.7,-0.8,1.1,-27.7,-3.3,-9.3,95.7
O=C(O)c1cccc(N2C(=O)Nc3ccccc3N2O)c1,1.19,-0.2,-0.2,27.8,6.1,1.1,-27.8,4.2,-7.2,97.0
CCOC(=O)C1(C(=O)OCC)CC1c1ccccc1 (configuration not stated),0.94,0.2,2.5,7.4,9.8,1.1,-7.4,1.8,-5.3,94.1
CCOc1ccc(N=Nc2c(=O)[nH]n3c(=O)c4c([nH]c23)CCCC4)cc1,1.07,-0.3,0.1,-4.8,6.6,1,4.8,-2.5,0.1,101.3
CCCCn1c(=O)c(CCC(=O)OCC(=O)NCc2ccc(OC)c(OC)c2)nc2ccccc21,1.11,-0.2,0.1,16.5,-0.9,1,-16.5,0.1,-3.8,108.0
CCCCNC(=O)C1CC(c2c(Cl)cccc2Cl)=NO1 (configuration not stated),1.13,-0.3,-3.2,4.3,6.7,1,-4.3,-1.4,-4.6,93.1
COC(=O)c1cccc(NS(=O)(=O)c2cccs2)c1C,1.1,0.0,0.6,-4.3,-7.9,1.1,4.3,-3.6,-8.4,102.7
COc1ccccc1NC(=O)c1nc[nH]c1C(=O)Nc1ccccc1OC,1.17,-0.6,1.2,-11.8,3.9,1,11.8,-1.4,-2.3,107.0
Cc1cc(C)nc(/N=C(\N)Nc2ccc(S(=O)(=O)Nc3nccc(C)n3)cc2)n1,0.99,-0.1,-1.8,-7.0,8.6,1.1,7.0,-2.1,-5.5,106.0
Cc1cccc(N2CCN(C(=O)c3ccc(N4CCCC4=O)cc3)CC2C)c1 (configuration not stated),0.79,-0.6,-0.1,2.0,8.5,1.1,-2.0,-3.4,-12.5,97.0
CCOc1ccccc1NC(=O)COC(=O)C(CC(C)C)N1C(=O)C2CC=CCC2C1=O (configuration not stated),1.02,-0.5,0.3,12.9,2.0,1.1,-12.9,-1.4,-5.8,106.6
COc1cccc(OC)c1C(=O)Nc1cccc(-c2ccc3nncn3n2)c1,0.81,-0.2,0.1,13.2,4.0,1,-13.3,-0.4,-1.9,103.8
COCCCNCCCCOc1ccc(Br)cc1Cl,1.16,-0.3,-1.0,4.9,4.1,1.1,-4.9,-4.9,-6.4,93.8
COc1cccc(CNc2ccc(S(N)(=O)=O)cc2)c1OC,0.86,-0.1,1.2,5.0,-0.2,1.1,-5.0,-2.7,-5.8,91.1
O=C(NCc1ccccc1)C1=C[C@H](c2coc3ccccc3c2=O)C[C@H](OCc2ccc(CO)cc2)O1,0.93,-0.2,1.4,2.4,1.9,0.9,-2.4,-7.4,6.4,107.6
CCc1ccc(NC(=O)C(=O)NCCN2CCN(S(C)(=O)=O)CC2)cc1,1.04,0.2,-0.4,1.9,9.3,1,-1.9,11.4*,0.3,106.4
CCOP(=O)(OCC)C(NC(=O)c1ccc(OC)cc1)c1ccccc1 (configuration not stated),1.48,-0.2,-0.2,9.4,5.8,1.1,-9.4,-0.1,-6.1,100.1
C=CCn1c(SCC(=O)c2ccc(Br)cc2)nnc1C(CC(C)C)NC(=O)c1cccs1 (configuration not stated),1.21,-0.4,0.1,-6.4,-4.1,1.1,6.4,0.6,-6.7,105.3
O=c1cc(CSc2nnnn2-c2ccc(O)cc2)nc2sccn12,0.98,-0.2,0.1,20.0,1.8,1,-20.0,1.0,0.2,93.9
COCCn1c(-c2ccc(Cl)cc2)cnc1SCC(=O)NCCc1ccc(OC)c(OC)c1,0.93,-0.1,0.1,7.7,-13.1,1.1,-7.7,0.1,-6.4,86.0

# Four compounds picked at random from the list so far:
SMILES,NF-kB expr up,Hsp70 act,DTT redox prof,APP 5'UTR act,G6PDH CS,FLuc act counter,APP transl inh,HMGR II inh,FLuc inh counter,STAT1 act
COC(=O)c1cccc(NS(=O)(=O)c2cccs2)c1C,1.1,0.0,0.6,-4.3,-7.9,1.1,4.3,-3.6,-8.4,102.7
COc1cccc(CNc2ccc(S(N)(=O)=O)cc2)c1OC,0.86,-0.1,1.2,5.0,-0.2,1.1,-5.0,-2.7,-5.8,91.1
CCCCNC(=O)C1CC(c2c(Cl)cccc2Cl)=NO1 (configuration not stated),1.13,-0.3,-3.2,4.3,6.7,1,-4.3,-1.4,-4.6,93.1
COc1cccc(OC)c1C(=O)Nc1cccc(-c2ccc3nncn3n2)c1,0.81,-0.2,0.1,13.2,4.0,1,-13.3,-0.4,-1.9,103.8
